From PubChem
DUSP3 inh = DUSP3 (human) phosphatase inhibition; AID 1654; actives 0.52% (n = 290,000); P51452; recombinant VHR phosphatase, pNPP absorbance; inhibition, % at 13.3 µM; in the data active = inhibition above about 50%; also: some compounds called inactive have numbers as strong as hits
Target sequence (P51452 whole entry, looked up): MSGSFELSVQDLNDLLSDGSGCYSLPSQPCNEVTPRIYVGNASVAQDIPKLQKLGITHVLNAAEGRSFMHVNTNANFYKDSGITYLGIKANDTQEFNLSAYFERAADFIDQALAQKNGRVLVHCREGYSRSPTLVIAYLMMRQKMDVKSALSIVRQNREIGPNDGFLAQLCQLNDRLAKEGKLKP
CCHF vOTU inh = blocks the CCHF virus ovarian tumor domain protease. AID 651958. CCHFV vOTU protease, Pep-AMC fluorescence. actives 0.55% (n = 370,000). inhibition, % at 11.5 µM; in the data active = inhibition above about 30%; also: 0% = vehicle wells with enzyme and 100% = no enzyme wells
TcdB inh = TcdB glycohydrolase inhibition; TcdB glycohydrolase enzymatic assay, plate reader; inhibition, % at 9.99 µM; actives 0.24% (n = 350,000); in the data active = inhibition above about 10%
PrPC surface inh = inhibitors of human cell surface prion protein PrPC. TR-FRET read-out. P04156. actives 0.43% (n = 370,000). inhibition, % at 13.8 µM; in the data active = inhibition above about 24%; also: 0% = median of the test wells and 100% = reference compound wells
Vc quorum ag = induces V. cholerae light production without autoinducers; V. cholerae BH1578 lux reporter, luminescence, 6 h; activation, % at 18.7 µM; actives 0.16% (n = 350,000); AID 588436; in the data active = activation mostly above about 9.7%, no sharp cut-off; also: not every result past the cut was called active; inactives centre near 0; reference of the scale not given here
MazF activator = MazEF (E. coli) toxin RNase activation; P0AE70; FAM/BHQ RNA-DNA oligo cleavage fluorescence, 5 h; activation, % at 20 µM; actives 0.32% (n = 350,000); AID 504720; in the data active = activation above about 50%
Target sequence (P0AE70 whole entry, looked up): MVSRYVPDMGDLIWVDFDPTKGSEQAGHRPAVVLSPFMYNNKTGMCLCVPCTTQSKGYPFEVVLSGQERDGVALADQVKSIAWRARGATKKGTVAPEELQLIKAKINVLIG
Yp Topo-I inh = inhibitors of Yersinia pestis topoisomerase I; actives 0.064% (n = 360,000); activity, % at 10 µM; Y. pestis Topo-I cleavage product accumulation, plate reader; AID 504884; in the data active = activity above about 50%, passing the limit was not always enough; also: inactives centre near 2
SARS 3CLpro inh = SARS-CoV 3CLpro protease inhibition; recombinant SARS-CoV 3CLpro, quenched FRET peptide cleavage; actives 0.14% (n = 290,000); P0C6X7; inhibition, % at 6 µM; AID 1706; in the data active = inhibition above about 12%
Rv3671c protease = inhibits the M. tuberculosis serine protease Rv3671c; actives 0.048% (n = 320,000); inhibition, % at 5.96 µM; P9WHR9; in the data active = inhibition above about 38%;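 also: extracellular domain of Rv3671c used as enzyme; 0% = enzyme with DMSO and 100% = no enzyme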
Target sequence (P9WHR9 whole entry, looked up, the tested form may be a part): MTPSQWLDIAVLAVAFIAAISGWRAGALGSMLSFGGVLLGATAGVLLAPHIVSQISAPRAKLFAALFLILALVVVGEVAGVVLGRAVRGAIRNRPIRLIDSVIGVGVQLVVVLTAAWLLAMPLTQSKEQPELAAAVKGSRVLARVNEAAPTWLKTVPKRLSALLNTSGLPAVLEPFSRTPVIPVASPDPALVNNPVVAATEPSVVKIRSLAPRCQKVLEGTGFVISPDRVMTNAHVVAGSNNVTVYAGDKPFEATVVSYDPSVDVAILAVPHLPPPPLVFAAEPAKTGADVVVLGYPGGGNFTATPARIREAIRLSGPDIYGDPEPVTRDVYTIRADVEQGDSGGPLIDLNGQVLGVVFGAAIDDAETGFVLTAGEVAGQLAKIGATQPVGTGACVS
PriA SSB inh = inhibitors of Klebsiella pneumoniae PriA binding to SSB C-terminal tail; AlphaScreen SSBct-PriA binding, biotinylated peptide; inhibition, % at 33 µM; actives 0.6% (n = 430,000); AID 1272365; in the data active = inhibition mostly above about 37%, no sharp cut-off; inactive = mostly below about 20%;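 also: plate controls were negative control peptide for no effect and reference peptide for full effect; strong numbers were not always called active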
The depositor's hits bear a star; i = inactive; x = not tested or not shown; & = joins results of further samples. A portion of the library, so the mix of outcomes need not match the whole.

Order of results – SARS 3CLpro inh | CCHF vOTU inh | DUSP3 inh | TcdB inh | Rv3671c protease | Yp Topo-I inh | PriA SSB inh | PrPC surface inh | Vc quorum ag | MazF activator
CCOC(=O)C1CCN(C(=O)c2ccc(OCC)c(OCC)c2)CC1
    -4.5 | 10.8 | 5.5 | x | -1.7 | -2.8 | 3.2 | -2.3 | -7.1 | 0.5
CCN1C(=O)c2ccccc2S(=O)(=O)c2ccc(C(=O)NCc3cccnc3)cc21
    -5.1 | -3.4 | 36.3 | 2.0 | -1.2 | -1.0 | -2.0 | -0.6 | -0.2 | 3.0
CCC(C)NCCCOc1cc(Cl)ccc1Cl (stereo unspecified)
    -4.5 | -6.6 | 4.7 | x | 0.1 | 3.2 | -6.7 | 7.6 | i | 3.8
COc1ccc(C(=O)C2CCCN(C3Cc4ccccc4C3)C2)c(OC)c1 (stereo unspecified)
    3.0 | 4.2 | 26.1 | 0.5 | -5.5 | 2.5 | 8.0 | -3.0 | -0.3 | 1.0
NC(=O)c1nsc(C(=O)N(Cc2cccnc2)C(C(=O)NCc2ccc(F)cc2)c2ccc(F)cc2)c1N (stereo unspecified)
    2.0 | 8.9 | 15.8 | -0.3 | -3.1 | 14.2 | -5.0 | 4.5 | i | 3.7
O=C(CCCn1c(SCc2cc(=O)n3ccccc3n2)nc2ccccc2c1=O)NCC1CCCO1 (stereo unspecified)
    -0.1 | 11.0 | 12.0 | 1.5 | -5.4 | -13.0 | 5.5 | 1.4 | -0.1 | -1.8
CN(C)CCCNc1ccc(S(N)(=O)=O)cc1[N+](=O)[O-]
    1.1 | 6.0 | -6.7 | 0.8 | -4.1 | -2.6 | -6.7 | -43.0 | -0.5 | -2.9
Cc1cc(C(=O)N/N=C/c2cccnc2)n[nH]1
    -1.2 | 21.6 | 13.1 | 1.4 | 0.9 | 7.5 | i | 3.2 | 0.2 | 4.5
O=C(c1ccccc1)N1CCN(C(=O)c2nn3c(C(F)(F)F)cc(-c4ccco4)nc3c2Br)CC1
    0.7 | 3.7 | -30.3 | 0.4 | -13.5 | 1.2 | -1.1 | -10.3 | -0.3 | 1.7
O=C1CCN(CCCN2CCC(=O)NC2=S)C(=S)N1
    x | -11.5 | x | -0.9 | x | 7.9 | x | 7.2 | -1.1 | 5.6
Cc1ccnc(NC2c3ccccc3C(=O)N2Cc2ccccc2Cl)c1 (stereo unspecified)
    2.7 | 19.4 | 7.8 | 6.1 | 0.5 | 29.9 | -22.8 | -5.7 | -2.1 | 0.2
COc1ccc(NC(=O)Nc2ccc3c(c2)N(C)C(=O)CS3)cc1Cl
    -0.2 | 4.5 | 30.4 | x | 12.4 | -4.0 | -14.2 | 12.2 | -1.5 | 4.9
C/C(=N\NC(=S)NCc1ccccc1)c1ccc(C(C)(C)C)cc1
    3.3 | 7.3 | 0.1 | -1.3 | -22.9 | -0.3 | x | -4.9 | i | -8.6
c1ccc2c3c(ccc2c1)OCC1CONC31 (stereo unspecified)
    -1.9 | 0.7 | 5.8 | 1.2 | -5.6 | x | -4.0 | -4.1 | x | -0.1
CCN(CC)c1ccc(/C=N/NC(=O)OC)c(O)c1
    -1.6 | 19.9 | 14.5 | x | -0.6 | -9.9 | x | -8.5 | -0.8 | 4.3
CC1=CC(C)C(COC(N)=O)(COC(N)=O)C(C)C1 (stereo unspecified)
    -2.8 | -2.2 | 27.8 | x | -8.7 | -3.7 | -19.0 | 0.2 | -0.4 | -2.4
O=C(Nc1ccccc1N1CCCC1)C1CCN(S(=O)(=O)c2ccccc2)CC1
    x | 2.0 | x | -1.6 | 8.9 | 15.2 | 6.9 | -5.2 | -17.1 | -1.9
Cc1noc(C)c1NC(=O)N(C)C[C@H]1Oc2ccc(NC(=O)Nc3ccc4c(c3)OCO4)cc2C(=O)N([C@H](C)CO)C[C@@H]1C
    x | -7.9 | x | -0.4&0.9 | 4.8 | 6.9 | 2.3 | 2.0 | i | 5.1
O=C(Nc1cccc(F)c1)N1CCCCCC1
    0.0 | 11.8 | 19.2 | -2.6 | -2.5 | 10.7 | 1.3 | 5.5 | -0.3 | -8.8
CCN(C(C)=O)N(CC)c1nc(Cl)nc(NC(C)C)n1
    4.3 | -9.9 | 4.6 | 0.1 | 11.0 | -2.6 | -20.7 | -3.4 | -2.0 | -0.2
O=C(CN1CCN(c2ccc(O)cc2)CC1)N(C1CC1)C1CCS(=O)(=O)C1 (stereo unspecified)
    x | 4.7 | x | 1.1 | 10.3 | 2.9 | 1.9 | -6.8 | 1.1 | -1.1
CN1CCN(C(=S)c2ccc(-c3cccc([N+](=O)[O-])c3)o2)CC1
    0.5 | 13.0 | 12.8 | 1.2 | 6.3 | -9.2 | 21.1 | -22.4 | -0.4 | 1.1
Cc1cccc(NC(=O)C2CCCN(c3cnccn3)C2)c1 (stereo unspecified)
    -0.3 | -5.5 | -3.6 | 0.8 | 8.5 | 7.3 | 8.2 | 0.2 | -0.9 | 3.2
CCOC(=O)c1ccc2[nH]c(C)cc(=O)c2c1
    -3.3 | -13.4 | -6.2 | x | 5.6 | 12.7 | -9.1 | 4.2 | 0.7 | -10.4
OCCNC(=S)NC1CCCCC1
    -0.3 | -7.8 | 22.7 | x | -3.9 | 6.5 | -0.8 | 3.9 | i | 0.8
COc1ccccc1NC(=O)N1CCCC(CNC(=O)c2ccccc2Cl)C1 (stereo unspecified)
    1.1 | 5.5 | -3.6 | -3.0 | 5.6 | 3.2 | 9.5 | -3.2 | 0.5 | -0.9
CN(C(=O)CSc1nc2cc(C(=O)O)ccc2c(=O)n1Cc1ccccc1)C1CCS(=O)(=O)C1 (stereo unspecified)
    -0.4 | -12.3 | 33.7 | -1.2 | -7.1 | 15.2 | 8.9 | -7.5 | 0.1 | -2.5
CCC(=O)Nc1cc(NC(=O)CSc2ncc(-c3ccc(F)cc3)n2Cc2ccco2)ccc1C
    2.0 | 8.2 | 11.9 | x | -5.9 | 7.9 | 24.8 | -2.0 | -0.3 | -0.7
CC(=O)C1=C(O)C(=O)N(c2cccnc2)C1c1cccc([N+](=O)[O-])c1 (stereo unspecified)
    0.9 | 4.5 | 8.4 | 0.5 | 6.2 | 2.8 | 2.1 | -8.0 | -0.6 | 3.0
COc1ccc(Cc2nnc(NC(=O)CSc3ccc(C)cc3)s2)cc1
    -6.8 | 0.2 | -9.9 | x | -4.4 | 0.4 | 7.8 | -1.5 | -0.3 | -4.2
CN(C(=O)COc1nnc(-c2cccs2)c(-c2cccs2)n1)c1ccccc1
    -5.2 | 15.8 | -0.8 | x | -4.5 | 1.0 | 7.1 | -50.2 | i | 6.7
CC(=O)Cc1nsc(NC(=O)c2ccc(Br)o2)n1
    -3.7 | 7.1 | 30.5 | 0.1 | 5.5 | -4.7 | -4.4 | -2.4 | i | -0.2
COc1ccc(CNC(=O)C2CCCN(S(=O)(=O)c3cc(C)ccc3OC)C2)cc1 (stereo unspecified)
    1.0 | -8.5 | 27.4 | x | 9.0 | 9.8 | -27.1 | 6.4 | -0.4 | -2.9
NC1=NC(=O)/C(=C\c2cccnc2)S1
    3.1 | 4.0 | 37.1 | x | 9.2 | 7.0 | -8.0 | -15.2 | -0.4 | 1.8
S=C(Nc1ccc(Nc2ccccc2)cc1)NC1CCCCCC1
    4.0 | 17.5 | -3.2 | 0.8 | 10.2 | -4.2 | -2.4 | 13.7 | -1.3 | 6.7
COCCN(C(=O)c1cc(-c2ccco2)nc2ccccc12)c1c(N)n(Cc2ccccc2)c(=O)[nH]c1=O
    x | -0.6 | x | -2.4 | -4.2 | -5.2 | -14.7 | -9.8 | 3.2 | 6.4
COc1ccc(CCNC(=O)CSc2nnc(CNC(=O)c3cccs3)o2)cc1OC
    5.4 | 11.3 | 6.9 | x | -0.3 | 5.5 | -4.8 | -11.5 | i | 8.3
O=c1ccnc(Nc2ccc3c(c2)OCCO3)[nH]1
    0.5 | -4.3 | -15.2 | -0.6 | -3.9 | 6.7 | -0.7 | 1.7 | -0.3 | -5.4
O=C(Nc1ccc(N2CCOCC2)c(Cl)c1)c1cccc(F)c1
    -1.9 | 7.2 | 8.5 | x | -7.8 | 0.1 | -4.0 | -2.7 | -0.4 | 2.1
Cc1cc2ncn(C3CC(=O)N(Cc4ccccc4)C3=O)c2cc1C (stereo unspecified)
    -0.8 | -6.8 | 9.6 | x | 0.6 | 8.1 | 3.6 | -4.2 | i | -0.1
O=C(CSc1ccccc1)N/N=C/c1ccccc1O
    2.1 | -4.0 | 28.8 | 0.0 | 6.0 | 7.2 | x | 10.1 | -0.5 | 7.3
CCCCCCSc1ccc([C@@H]2[C@H]3C(=O)N(C)C(=O)[C@H]3[C@]3(C(=O)OC)CCCCN23)cc1OC
    x | 17.0 | x | -1.1 | -3.5 | 1.1 | 3.1 | -0.5 | i | -22.1
CCN1CCN(Cc2c(O)c(Cl)cc3c(C)cc(=O)oc23)CC1
    -1.0 | -311.1 | 5.0 | x | -2.9 | 4.2 | -6.1 | -2.0 | -0.1 | 6.9
CN1CCN(c2ccccc2NC(=O)COc2ccc(Cl)cc2)CC1
    1.1 | 5.6 | 14.0 | 0.3 | 6.3 | 5.9 | -1.0 | -2.5 | i | -4.7
CC(=O)c1sc(NC(=O)CCOc2ccccc2)nc1C
    -0.5 | 11.9 | 14.4 | x | -10.6 | -3.1 | -6.0&-9.5 | 35.5* | 0.7 | 4.9
COc1ccc2[nH]c3c(c2c1)CCN1C(=O)N([C@@H](C)C(=O)NCc2ccc(C)cc2)C(=O)[C@]31C
    -2.0 | -0.8 | 36.9 | -0.6 | 4.7 | 16.3 | 8.3 | 4.0 | -0.6 | -6.4
COc1ccc(Nc2ncnc3c2cnn3-c2ccccc2)cc1OC
    -6.7 | -8.6 | 7.8 | 1.1 | 2.9 | -2.1 | -26.9 | 10.2 | -0.3 | -0.9
COc1ccc(CNS(=O)(=O)c2ccc3c(c2)NC(=O)CS3)cc1
    0.2 | -0.7 | -9.9 | 1.8 | -15.3 | 6.0 | -3.5 | 6.3 | i | 7.8

Some of these compounds in order of length of the SMILES, highest first:
Order of results – SARS 3CLpro inh | CCHF vOTU inh | DUSP3 inh | TcdB inh | Rv3671c protease | Yp Topo-I inh | PriA SSB inh | PrPC surface inh | Vc quorum ag | MazF activator
COc1ccc2[nH]c3c(c2c1)CCN1C(=O)N([C@@H](C)C(=O)NCc2ccc(C)cc2)C(=O)[C@]31C
    -2.0 | -0.8 | 36.9 | -0.6 | 4.7 | 16.3 | 8.3 | 4.0 | -0.6 | -6.4
NC(=O)c1nsc(C(=O)N(Cc2cccnc2)C(C(=O)NCc2ccc(F)cc2)c2ccc(F)cc2)c1N (stereo unspecified)
    2.0 | 8.9 | 15.8 | -0.3 | -3.1 | 14.2 | -5.0 | 4.5 | i | 3.7
CN(C(=O)COc1nnc(-c2cccs2)c(-c2cccs2)n1)c1ccccc1
    -5.2 | 15.8 | -0.8 | x | -4.5 | 1.0 | 7.1 | -50.2 | i | 6.7
C/C(=N\NC(=S)NCc1ccccc1)c1ccc(C(C)(C)C)cc1
    3.3 | 7.3 | 0.1 | -1.3 | -22.9 | -0.3 | x | -4.9 | i | -8.6
CCN1CCN(Cc2c(O)c(Cl)cc3c(C)cc(=O)oc23)CC1
    -1.0 | -311.1 | 5.0 | x | -2.9 | 4.2 | -6.1 | -2.0 | -0.1 | 6.9
CCN(C(C)=O)N(CC)c1nc(Cl)nc(NC(C)C)n1
    4.3 | -9.9 | 4.6 | 0.1 | 11.0 | -2.6 | -20.7 | -3.4 | -2.0 | -0.2
Cc1cc(C(=O)N/N=C/c2cccnc2)n[nH]1
    -1.2 | 21.6 | 13.1 | 1.4 | 0.9 | 7.5 | i | 3.2 | 0.2 | 4.5
